High-throughput results: PubChem BioAssay, The Scripps Research Institute Molecular Screening Center
TAAR1 ag = agonists of human TAAR1; CHO RD-HGA16 TAAR1, Fluo-8 calcium fluorescence; vehicle wells 0%, saturating PEA agonist 100%; activation, % at 3 µM; 360,000 tested, 0.99% active; AID 624467;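 active means activation above the mean activation of all test compounds in the run plus 3 SD, cut at about 38% in these data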
Target sequence (Q96RJ0 whole entry, looked up): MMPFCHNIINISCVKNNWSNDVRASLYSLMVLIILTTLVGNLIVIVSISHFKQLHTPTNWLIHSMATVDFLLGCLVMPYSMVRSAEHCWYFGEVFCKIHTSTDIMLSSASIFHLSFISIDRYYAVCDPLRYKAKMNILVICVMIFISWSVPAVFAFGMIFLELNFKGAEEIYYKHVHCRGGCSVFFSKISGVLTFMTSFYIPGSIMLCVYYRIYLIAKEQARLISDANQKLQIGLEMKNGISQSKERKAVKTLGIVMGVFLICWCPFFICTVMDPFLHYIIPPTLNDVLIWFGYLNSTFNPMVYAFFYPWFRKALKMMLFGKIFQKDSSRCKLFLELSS
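System: CHO-derived RD-HGA16 cells with stable Gα16 and human TAAR1 / Times: 17-24 h plating, Fluo-8 75 min 37 °C, 30 min RT / Technique: calcium-sensitive Fluo-8 signal, excitation 470-495, emission 515-575 nm / Measure: % activation relative to PEA EC100 response / Benchmarks: DMSO and PEA EC100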
TAAR1 antag = human TAAR1 antagonism | inhibition, % at 3 µM | CHO RD-HGA16 TAAR1, Fluo-8 calcium fluorescence, antagonist | 360,000 tested, 1.5% active;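 active means inhibition above a per-plate cutoff, the mean inhibition of test compounds on that plate plus 3 SD, cut at about 49% in these data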;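 further: 0% = DMSO plus EC80 beta-PEA response and 100% = DMSO alone without agonist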
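Assay system: CHO-derived RD-HGA16 cells stably expressing human TAAR1 plus Gα16. Timing: 140 s kinetic read after compound, 140 s after agonist. Technique: kinetic Fluo-8 calcium fluorescence measurement. Measure: % inhibition of agonist calcium response.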
CHRM1 agonist = activates human CHRM1 receptor; P11229; CHO-K1 hM1, Fluo-8 calcium fluorescence, agonist mode; 0% DMSO, 100% acetylcholine EC100; activation, % at 3 µM; 360,000 tested, 0.33% active;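 active means activation above the run's mean compound activation plus 3 SD, cut at about 16% in these data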;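 further: peak over basal fluorescence ratio within a 140 s kinetic read after compound addition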
Target sequence (P11229 whole entry, looked up): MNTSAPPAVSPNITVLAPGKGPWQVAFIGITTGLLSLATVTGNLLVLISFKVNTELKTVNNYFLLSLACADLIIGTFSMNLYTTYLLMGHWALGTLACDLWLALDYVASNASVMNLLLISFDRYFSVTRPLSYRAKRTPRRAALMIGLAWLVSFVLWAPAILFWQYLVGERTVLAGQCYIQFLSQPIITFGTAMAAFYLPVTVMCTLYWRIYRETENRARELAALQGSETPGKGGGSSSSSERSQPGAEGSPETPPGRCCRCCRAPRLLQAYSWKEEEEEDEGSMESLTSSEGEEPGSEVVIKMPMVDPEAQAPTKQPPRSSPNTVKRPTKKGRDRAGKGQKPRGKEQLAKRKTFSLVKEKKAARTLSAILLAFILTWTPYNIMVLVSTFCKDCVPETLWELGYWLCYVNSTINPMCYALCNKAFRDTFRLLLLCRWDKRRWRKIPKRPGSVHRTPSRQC
CHO-K1 Ca antag = nonselective inhibitor or artifact in parental CHO-K1 cells | 360,000 tested, 0.6% active | ATP-induced calcium, Fluo-8 fluorescence | inhibition, % at 3 µM;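 active means inhibition above a per-plate cutoff, the plate's mean sample inhibition plus 3 SD, cut at about 24% in these data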;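 further: 0% = DMSO plus EC80 ATP and 100% = DMSO alone without ATP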
CHO parental Ca = counter-screen: ATP calcium response change in parental CHO cells | 330,000 tested, 0.63% active | inhibition, % at 5.6 µM | parental CHO-K1, ATP-induced calcium, Fluo-8 fluorescence;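 active means inhibition above that plate's mean sample inhibition plus 3 SD, cut at about 26% in these data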;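 further: 0% = ATP-challenged DMSO wells and 100% = DMSO wells without ATP; some compounds past the cut are filed as inactive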
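Material: parental CHO cells / Compound: single nominal dose of 5.6 µM per compound / Signal: Fluo-8 fluorescence / Replicates: singlicate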
CHO-K1 Ca PAM = M1 PAM counterscreen hit in parental CHO-K1 cells; ATP EC20, Fluo-8 calcium fluorescence; 0% at ATP EC20, 100% at ATP max; activation, % at 3 µM; 360,000 tested, 0.02% active;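 active means activation above the run cutoff, the mean activation of all test compounds plus 3 SD, cut at about 40% in these data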;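 further: peak over basal fluorescence ratio in a 140 s read after ATP addition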
V1R ag counter = counter-screen for oxytocin receptor agonists: human V1a receptor agonists | 320,000 tested, 0.25% active | activation, % at 3 µM | AID 2797 | CHO-V1R cells, Fluo-8 calcium fluorescence, agonist mode; 0% DMSO, 100% 3 nM vasopressin | P37288;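 active means activation above the mean activation of all tested compounds plus 3 SD, per screening run, cut at about 20% in these data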;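 further: signal is peak over basal fluorescence ratio across a 100 second FLIPR read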
OXTR potentiator = human OXTR potentiation; CHO-OTR cells, Fluo-8 calcium fluorescence, potentiator mode; 0% = oxytocin EC15, 100% = EC100; activation, % at 3 µM; P30559; AID 2445; 320,000 tested, 0.061% active;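 active means activation above that plate's cutoff, the mean activation of tested compounds plus 3 SD, cut at about 6.6% in these data, passing the limit was not always enough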;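 further: 100% uses oxytocin at 75 nM as the full agonist control; some results filed as inactive read as strong as hits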
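Material: human OTR in CHO cells. Compound: 3.0 µM, one dose. Timing: compound 6 min at room temperature before oxytocin, 100 s read. Evaluation: % activation of max/min ratio relative to oxytocin controls. Replication: single well per compound, singlicate. Signal: Fluo-8 calcium dye fluorescence.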
M1 ag parental = counter-screen for M1 agonists: effect in parental CHO-K1 cells; Fluo-8 calcium fluorescence; scaled to maximal ATP response, vehicle zero; activation, % at 3 µM; 360,000 tested, 0.48% active; AID 602248; in the data active means activation above about 15%;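 further: untransfected CHO-K1 host cells lacking M1 receptor as counterscreen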
An asterisk follows results filed as active; & = joins results of further samples. Rows are unselected (roughly 3.3% active in at least one column).

How did COc1ccc(CNC(=O)c2c(N)n(CCCN3CCOCC3)c3nc4ccccc4nc23)cc1 do in these assays?
TAAR1 ag: 14.3; TAAR1 antag: 35.5; CHRM1 agonist: -1.9; CHO-K1 Ca antag: 0.9; CHO parental Ca: 5.6; CHO-K1 Ca PAM: 9.9; V1R ag counter: 9.9; OXTR potentiator: -4.7; M1 ag parental: 3.1

What do the screens show for `Cn1ncc2c(NNC(=O)C3CCCCC3)ncnc21`?
TAAR1 ag: 0.3; TAAR1 antag: 0.3; CHRM1 agonist: 0.4; CHO-K1 Ca antag: 5.0; CHO parental Ca: -6.4; CHO-K1 Ca PAM: -8.0; V1R ag counter: 1.0; OXTR potentiator: -14.9; M1 ag parental: 0.0

What do the screens show for `Cc1cc(=O)[nH]c(N/N=C/c2cccc(Br)c2)n1`?
TAAR1 ag: 6.3; TAAR1 antag: -11.1; CHRM1 agonist: -1.8; CHO-K1 Ca antag: 8.9; CHO parental Ca: -9.6; CHO-K1 Ca PAM: 1.0; V1R ag counter: 0.6; OXTR potentiator: -2.1; M1 ag parental: 0.3

What do the screens show for `COc1ccc(-c2cc(C)no2)cc1S(=O)(=O)Nc1cccc(C)c1`?
TAAR1 ag: 3.2; TAAR1 antag: -10.2; CHRM1 agonist: -0.6; CHO-K1 Ca antag: -1.1; CHO parental Ca: -10.4; CHO-K1 Ca PAM: -13.8; V1R ag counter: 2.2; OXTR potentiator: -16.9; M1 ag parental: 0.5

How did NC(=O)CC(NC(=O)Cc1ccc(Br)cc1)c1ccc(NCc2cc(F)ccc2F)c([N+](=O)[O-])c1 (configuration not stated) do in these assays?
TAAR1 ag: 3.3; TAAR1 antag: 8.6; CHRM1 agonist: -3.3; CHO-K1 Ca antag: -4.9; CHO parental Ca: 2.9; CHO-K1 Ca PAM: -3.2; V1R ag counter: -0.3; OXTR potentiator: -11.7; M1 ag parental: 0.4

What do the screens show for `CN1CCC(=O)N([C@H](CSc2ccc(Br)cc2)Cc2ccccc2)CC1`?
TAAR1 ag: 18.2; TAAR1 antag: 9.1; CHRM1 agonist: -0.4; CHO-K1 Ca antag: -2.9; CHO parental Ca: -23.5; CHO-K1 Ca PAM: -7.6; V1R ag counter: 3.5; OXTR potentiator: -8.7; M1 ag parental: 0.9

How did CCCC[C@@H]1CCCO[C@@](C(=O)NCc2ccccn2)(C(F)(F)F)C1 do in these assays?
TAAR1 ag: 3.7; TAAR1 antag: -1.4; CHRM1 agonist: -3.6; CHO-K1 Ca antag: 0.6; CHO parental Ca: -17.6; CHO-K1 Ca PAM: -17.5; V1R ag counter: -1.4; OXTR potentiator: -3.2; M1 ag parental: -0.9

How did CCOc1ccc(OCCNC(=O)C(NC(=O)c2c(F)cccc2F)C(C)C)cc1 (configuration not stated) do in these assays?
TAAR1 ag: 11.2; TAAR1 antag: 0.0; CHRM1 agonist: -2.9; CHO-K1 Ca antag: -11.2; CHO parental Ca: -19.5; CHO-K1 Ca PAM: 17.8; V1R ag counter: 0.4; OXTR potentiator: 2.3; M1 ag parental: 0.5

What do the screens show for `CSc1nc(C)cc(SCC(=O)N/N=C/c2ccccc2)n1`?
TAAR1 ag: 6.8; TAAR1 antag: 1.4; CHRM1 agonist: -6.9; CHO-K1 Ca antag: 0.6; CHO parental Ca: -22.6; CHO-K1 Ca PAM: -8.1; V1R ag counter: 5.7; OXTR potentiator: -9.1; M1 ag parental: 0.9

How did Cc1ncc(CN2CCN(C(C)C)C(CCO)C2)s1 (configuration not stated) do in these assays?
TAAR1 ag: 7.2; TAAR1 antag: 5.6; CHRM1 agonist: -9.3; CHO-K1 Ca antag: -7.9; CHO parental Ca: -13.1; CHO-K1 Ca PAM: 17.0; V1R ag counter: 1.1; OXTR potentiator: -3.4; M1 ag parental: 0.8

Results for Cc1cc(-n2nc(C)cc2C)nc(NS(=O)(=O)c2ccccc2Cl)n1 ?
TAAR1 ag: 4.5; TAAR1 antag: 3.6; CHRM1 agonist: -2.7; CHO-K1 Ca antag: 1.1; CHO parental Ca: -12.3; CHO-K1 Ca PAM: -1.2; V1R ag counter: -0.2; OXTR potentiator: -1.8; M1 ag parental: 0.0

What do the screens show for `CC(=O)Nc1ccc(S(=O)(=O)Oc2ccc(/C=N/N=C3/NC(=O)C(CC(=O)O)S3)cc2)cc1` (configuration not stated)?
TAAR1 ag: 2.0; TAAR1 antag: 10.9; CHRM1 agonist: -2.3; CHO-K1 Ca antag: 10.4; CHO parental Ca: -3.0; CHO-K1 Ca PAM: -8.6; V1R ag counter: 1.1; OXTR potentiator: -0.8; M1 ag parental: 0.0

How did O=c1c2ccccc2nc(SCc2ccccc2)n1Cc1ccco1 do in these assays?
TAAR1 ag: 5.4; TAAR1 antag: 28.5; CHRM1 agonist: -2.5; CHO-K1 Ca antag: -6.5; CHO parental Ca: -22.9; CHO-K1 Ca PAM: 10.1; V1R ag counter: 2.7; OXTR potentiator: -0.1; M1 ag parental: 1.6

How did Cc1ccccc1C(=O)N(Cc1nc2ccccc2c(=O)[nH]1)C1CCCC1 do in these assays?
TAAR1 ag: 6.6; TAAR1 antag: -1.5; CHRM1 agonist: -2.7; CHO-K1 Ca antag: 1.5; CHO parental Ca: -22.7; CHO-K1 Ca PAM: 12.2; V1R ag counter: 0.2; OXTR potentiator: 6.5; M1 ag parental: 2.1

What do the screens show for `O=C1c2ccccc2CCc2ccc(Br)cc21`?
TAAR1 ag: 6.2; TAAR1 antag: 12.8; CHRM1 agonist: -6.3; CHO-K1 Ca antag: -22.2; CHO parental Ca: -6.9; CHO-K1 Ca PAM: 20.7; V1R ag counter: -0.5; OXTR potentiator: -2.7; M1 ag parental: -0.1

How did Cc1csc(=O)n1CCC(=O)OCC(=O)Nc1cc([N+](=O)[O-])ccc1Cl do in these assays?
TAAR1 ag: 0.5; TAAR1 antag: -1.9; CHRM1 agonist: -1.4; CHO-K1 Ca antag: -1.4; CHO parental Ca: -22.4; CHO-K1 Ca PAM: 8.8; V1R ag counter: 1.6; OXTR potentiator: -2.3; M1 ag parental: 1.6

How did O=C(CN1CCSC1=NCc1ccccc1)c1ccccc1 do in these assays?
TAAR1 ag: 2.1; TAAR1 antag: -6.1; CHRM1 agonist: -11.7; CHO-K1 Ca antag: -8.7; CHO parental Ca: -23.2; CHO-K1 Ca PAM: 23.9; V1R ag counter: 0.5; OXTR potentiator: 3.4; M1 ag parental: 0.3

How did O=C(COc1cccnc1[N+](=O)[O-])Nc1ccc(N2CCOCC2)cc1 do in these assays?
TAAR1 ag: 3.7; TAAR1 antag: -15.6; CHRM1 agonist: -7.2; CHO-K1 Ca antag: 1.9; CHO parental Ca: -2.2; CHO-K1 Ca PAM: 17.5; V1R ag counter: 0.3; OXTR potentiator: -6.1; M1 ag parental: 4.7

Results for COc1ccccc1CNC(=O)C(c1ccccc1)c1ccccc1 ?
TAAR1 ag: 16.9; TAAR1 antag: 14.9; CHRM1 agonist: -8.9; CHO-K1 Ca antag: -6.7; CHO parental Ca: -8.8; CHO-K1 Ca PAM: 14.7; V1R ag counter: -0.2; OXTR potentiator: 0.0; M1 ag parental: 0.0

What do the screens show for `COc1cccc(CN2CCNC(=O)C2CC(=O)NC2CCCCC2)c1OC` (configuration not stated)?
TAAR1 ag: 1.2; TAAR1 antag: -15.4; CHRM1 agonist: -3.9; CHO-K1 Ca antag: -3.6; CHO parental Ca: -21.1; CHO-K1 Ca PAM: 6.3; V1R ag counter: 0.6; OXTR potentiator: -5.7; M1 ag parental: 0.4

How did CCOc1ccc(C(=O)OCC(=O)NCC2CCCO2)cc1 (configuration not stated) do in these assays?
TAAR1 ag: -0.1; TAAR1 antag: -1.2; CHRM1 agonist: -6.3; CHO-K1 Ca antag: -0.2; CHO parental Ca: -9.3; CHO-K1 Ca PAM: -5.1; V1R ag counter: 1.8; OXTR potentiator: -3.2; M1 ag parental: 0.1

What do the screens show for `O=c1cc(-c2ccccc2)[nH][nH]1`?
TAAR1 ag: 7.1; TAAR1 antag: -12.4; CHRM1 agonist: -1.8; CHO-K1 Ca antag: -19.1; CHO parental Ca: -4.3; CHO-K1 Ca PAM: 1.4; V1R ag counter: 0.5; OXTR potentiator: 4.0; M1 ag parental: 0.4

What do the screens show for `COc1ccc(OC)c(CN2C(=O)c3ccccc3C2c2nnnn2-c2ccc3c(c2)OCCO3)c1` (configuration not stated)?
TAAR1 ag: 5.3; TAAR1 antag: -16.0; CHO-K1 Ca antag: -2.2; CHO-K1 Ca PAM: 2.6; M1 ag parental: 2.3

Results for Cc1nnc(C)n1/N=C/c1ccccc1 ?
TAAR1 ag: 18.4; TAAR1 antag: -13.9; CHRM1 agonist: 0.2; CHO-K1 Ca antag: -25.8; CHO parental Ca: -4.0; CHO-K1 Ca PAM: 14.2; V1R ag counter: 0.3; OXTR potentiator: 1.8; M1 ag parental: 0.6

How did O=C(N/N=C/c1ccc([N+](=O)[O-])cc1)c1ccc(NS(=O)(=O)c2cccs2)cc1 do in these assays?
TAAR1 ag: 4.8; TAAR1 antag: 4.2; CHRM1 agonist: -7.0; CHO-K1 Ca antag: -12.6; CHO parental Ca: -6.8; CHO-K1 Ca PAM: 7.2; V1R ag counter: 1.1; OXTR potentiator: 2.3; M1 ag parental: 0.6

Results for O=C(CSc1nc2ccccc2n1S(=O)(=O)c1cccc([N+](=O)[O-])c1)NCc1cccs1 ?
TAAR1 ag: 5.1; TAAR1 antag: -3.8; CHRM1 agonist: -4.8; CHO-K1 Ca antag: -0.6; CHO parental Ca: -0.7; CHO-K1 Ca PAM: 25.5; V1R ag counter: 0.5; OXTR potentiator: -4.7; M1 ag parental: 1.4

How did COc1cc(/C=N/NC(=O)c2ccncc2)ccc1O do in these assays?
TAAR1 ag: 9.4&0.0; TAAR1 antag: -22.0&15.1; CHRM1 agonist: 5.2&-2.7; CHO-K1 Ca antag: 7.5&-5.4; CHO parental Ca: -4.0&-16.2; CHO-K1 Ca PAM: 3.4&2.2; V1R ag counter: -0.9&0.2; OXTR potentiator: -8.0&-14.0; M1 ag parental: 0.3&-0.4

How did CCCCNC(=O)Nc1nc(SCC(=O)OCC)n[nH]1 do in these assays?
TAAR1 ag: 1.3; TAAR1 antag: 5.0; CHRM1 agonist: -3.2; CHO-K1 Ca antag: -1.4; CHO parental Ca: -6.8; CHO-K1 Ca PAM: 22.8; V1R ag counter: 0.1; OXTR potentiator: -7.0; M1 ag parental: 2.8
